Compound activity as filed in PubChem.
TRPML3 ag – human TRPML3 channel agonists, primary screen, cell-based, HEK293 TRPML3-YFP, Fluo-8 calcium fluorescence, 3 µM | Mucolipin-3 (Homo sapiens), Q8TDD5 | 220,000 tested, 0.29% active | 100% = the carbachol control signal | AID 1448, 2008 | activation, % at 3 µM;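 active = activation above its plate's cutoff, the mean activation of the plate's test wells plus 3 SD, cut at about 12% in these data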;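 note: 0% = DMSO only wells and 100% = carbachol wells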
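system = HEK293 cells stably carrying human TRPML3-YFP | doses = one concentration, 3 µM nominal, 0.3% DMSO | timing = dye loading 1 h 37 °C then 30 min ambient, 125 s read | detection = Fluo-8 calcium dye fluorescence, ex 470-495, em 515-575 nm | benchmarks = high control carbachol 87 µM, low control DMSO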
BaF3 parental – parental Ba/F3 cell viability inhibition, counter-screen for JAK2V617F inhibitor project, murine pro-B, CellTiter-Glo luminescence; 220,000 tested, 1.1% active; AID 1486, 2009; inhibition, % at 5.6 µM; CellTiter-Glo ATP luminescence;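 active = inhibition above a per-campaign cutoff, the mean inhibition of all tested compounds plus 3 SD, cut at about 27% in these data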;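 note: 0% = DMSO wells and 100% = JAK Inhibitor I control wells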
Ba/F3 V617F tox – reduced viability of JAK2V617F-dependent Ba/F3 cells, primary screen, JAK2V617F inhibitor project, cell-based, Ba/F3 EpoR-JAK2V617F, luminescence | ATP luminescence | inhibition, % at 5.6 µM | 220,000 tested, 1.1% active;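 active = inhibition above the campaign mean plus 3 SD over all tested compounds, cut at about 24% in these data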;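 note: cytokine-independent growth of Ba/F3 cells driven by EpoR plus mutant JAK2; 0% = DMSO-treated cells and 100% = JAK inhibitor I control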
Wee1 degr inh – Wee1 degradation inhibitors, primary screen, cell-based, HeLa, Wee1K328M-luciferase, luminescence | Wee1-like protein kinase (Homo sapiens), P30291 | 220,000 tested, 1.2% active | reporter increase, % at 5 µM | HeLa Luc-Wee1K328M stability; 100% = proteasome inhibitor MG132 effect;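 active = activation above the mean of all tested compounds plus 3 SD, set per screening run, cut at about 8.8% in these data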;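 note: cells exposed to compound for 20 h before luminescence read; 0% = DMSO alone and 100% = MG132 at 30 µM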
Target sequence (P30291 whole entry K328M): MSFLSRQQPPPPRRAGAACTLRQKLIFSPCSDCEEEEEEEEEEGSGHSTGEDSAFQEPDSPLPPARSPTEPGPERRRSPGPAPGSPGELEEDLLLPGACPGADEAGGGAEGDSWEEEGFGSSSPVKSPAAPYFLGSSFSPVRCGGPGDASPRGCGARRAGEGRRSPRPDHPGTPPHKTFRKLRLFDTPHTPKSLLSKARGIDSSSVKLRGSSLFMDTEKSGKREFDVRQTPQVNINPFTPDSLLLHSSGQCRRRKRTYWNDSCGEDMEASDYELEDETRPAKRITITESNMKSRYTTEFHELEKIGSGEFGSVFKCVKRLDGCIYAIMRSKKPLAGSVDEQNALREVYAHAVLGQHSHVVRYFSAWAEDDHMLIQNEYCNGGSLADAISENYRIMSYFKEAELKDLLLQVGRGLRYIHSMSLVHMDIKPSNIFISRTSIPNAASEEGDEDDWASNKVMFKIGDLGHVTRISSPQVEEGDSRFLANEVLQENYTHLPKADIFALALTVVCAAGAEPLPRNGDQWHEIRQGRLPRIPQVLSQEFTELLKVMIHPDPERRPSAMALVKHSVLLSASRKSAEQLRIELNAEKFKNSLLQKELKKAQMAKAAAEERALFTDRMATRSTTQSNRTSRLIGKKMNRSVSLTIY
TNF death inh – inhibitors of TNF-alpha triggered necroptosis, primary screen, cell-based, Jurkat FADD-/-, single concentration; 220,000 tested, 0.068% active; AID 463075, 2010; activation (protection from cell death), % at 10 µM; Jurkat FADD-/- TNF necroptosis rescue, ATP luminescence, 24 h; 0 = TNF only, 100 = no-TNF cells;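 active = activation, meaning protection from cell death, of at least 50% relative to plate controls; inactive = activation below 50%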;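 note: necroptosis triggered by 40 ng/mL TNF-alpha added together with compound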
PPC-1+TRAIL kill – compounds killing PPC-1 cancer cells with TRAIL present, primary screen, TRAIL potentiator project, ATPLite luminescence, uHTS; PPC-1 cells + TRAIL, ATPLite viability luminescence; cell killing (% activity), % at 4 µM; 220,000 tested, 0.41% active; AID 1443, 2008;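 active = cell killing above 50% in the first pass at 4 µM, then a duplicate retest at 5 µM averaging 50% or more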;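 note: plate controls were cells with TRAIL plus DMSO for no effect and medium-only wells lacking cells for full effect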
TRPN1 ag – zebrafish TRPN1 channel agonists, primary screen, cell-based, HEK293, calcium fluorescence; transient receptor potential cation channel N1 (TRPN1/NompC), Danio rerio; HEK293 zebrafish TRPN1-YFP, Fluo-8 calcium fluorescence; 100% = response to 87 µM carbachol; activation, % at 3 µM; 220,000 tested, 0.18% active; AID 1424, 2008;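 active = activation above its plate's cutoff, the mean activation of test wells on that plate plus 3 SD, cut at about 19% in these data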;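 note: 0% = DMSO alone and 100% = 87 µM carbachol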
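Control set: carbachol 87 µM as high control, DMSO as low control; system: HEK293 stable line with zebrafish TRPN1-YFP; read-out: % activation versus carbachol response; detection: intracellular calcium fluorescence with Fluo-8; doses: single test compound dose, 3 µM nominal, 0.3% DMSO; schedule: dye 1 h 37 °C plus 30 min RT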
CHOP inh – inhibitors of CHOP promoter induction, primary screen, cell-based, unfolded protein response, luciferase reporter. CHO-K1 CHOP-promoter luciferase, tunicamycin-induced, 15-18 h. inhibition, % at 10 µM. 220,000 tested, 3.8% active;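 active = compounds that reduced the stress-induced luciferase reporter signal by more than about 70% of percent inhibition, limit read from the data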;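 note: 0% = tunicamycin plus vehicle and 100% = wells without tunicamycin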
RBBP9 inh – human RBBP9 inhibitors, primary screen, biochemical, fluorescence polarization, FP-Rh probe, HTS; AID 1515, 2009; inhibition, % at 7.94 µM; recombinant RBBP9; 220,000 tested, 0.2% active; Serine hydrolase RBBP9 (Homo sapiens), O75884;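 active = inhibition above the campaign mean of all tested compounds plus 3 SD, cut at about 14% in these data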;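 note: plate controls were DMSO wells with RBBP9 for no effect and wells lacking RBBP9 protein for full effect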
Target sequence (O75884 whole entry, looked up): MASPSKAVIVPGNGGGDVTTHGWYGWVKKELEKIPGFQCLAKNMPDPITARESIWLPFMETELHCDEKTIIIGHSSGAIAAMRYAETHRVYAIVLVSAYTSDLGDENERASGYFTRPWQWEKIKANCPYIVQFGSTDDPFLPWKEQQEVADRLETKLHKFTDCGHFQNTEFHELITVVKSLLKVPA
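System: RBBP9 protein / Quantity: 2.5 µM RBBP9 dispensing solution, before mixing / Also added: Serine-hydrolase probe FP-Rh, 375 nM pre-mixing / Dosing: 7.94 µM single dose, 0.794% DMSO / Timing: enzyme-compound preincubation 30 min, then probe labeling 45 min, 25 °C / Signal: FP readout at 525/598 nm / Controls: DMSO-treated enzyme wells and wells lacking RBBP9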
Active calls of the source: *; . = not tested or not shown.

Order of results – TRPML3 ag	BaF3 parental	Ba/F3 V617F tox	Wee1 degr inh	TNF death inh	PPC-1+TRAIL kill	TRPN1 ag	CHOP inh	RBBP9 inh
- Cc1cc(C)nc(NS(=O)(=O)c2ccc(NC(=O)CN3C(=O)S/C(=C\c4ccccc4)C3=O)cc2)n1
  1.1	5.3	0.2	1.0	1.7	35.7	0.6	-6.5	-9.0
- Cc1cc(NC(=O)CSc2nc3cc(C(=O)NCCCOC(C)C)ccc3c(=O)n2Cc2ccco2)no1
  0.1	6.9	2.8	-2.5	1.6	-8.9	-0.5	58.3	-3.0
- COc1ccc(NC(=O)c2cccc(S(=O)(=O)N(C)c3ccccc3)c2)cn1
  -0.3	0.0	-3.3	-0.3	3.0	8.7	5.1	31.7	-4.0
- CC(CCc1ccccc1)NC(=O)C(=O)Nc1ccccc1 (configuration not stated)
  -0.1	0.3	-4.1	7.8	3.5	5.6	-1.0	69.4	5.9
- O=C(NNS(=O)(=O)c1ccc(Cl)cc1)c1cccs1
  0.9	4.6	-1.6	-1.7	0.7	6.4	0.2	-4.6	-3.1
- COc1ccc2c(c1)[nH]c1c(=O)n(CCCn3ccnc3)cnc12
  0.2	0.8	-3.5	-0.1	1.9	10.7	-1.1	-12.4	-1.8
- Cc1cc(/C=N/NC(N)=S)c(C)n1-c1ccc(Cl)cc1
  -0.8	8.9	2.7	-0.5	-14.1	17.0	-1.7	47.7	-6.4
- C=CCn1c(C)c(C(C)=O)cc(NC(=O)c2ccccc2)c1=O
  0.7	11.5	4.0	-2.5	-3.9	10.1	1.3	-10.3	-4.0
- C=CCOc1c(CNc2ncn[nH]2)cccc1OC
  0.3	2.5	3.1	0.4	-1.4	11.3	0.4	-6.6	-2.5
- CCOc1ccccc1C(=O)OCC(=O)Nc1cc(Cl)ccc1Oc1ccccc1
  0.6	3.9	-3.1	1.3	1.1	36.3	1.3	48.0	-7.8
- Oc1cccc(C2c3[nH]c4ccccc4c3CCN2Cc2ccoc2)c1 (configuration not stated)
  0.2	-0.7	-0.8	-1.2	0.0	7.6	0.2	18.4	-2.9
- CCCCc1ccc(-n2c(Cc3cccs3)n[nH]c2=S)cc1
  -0.7	2.0	1.1	0.2	-2.3	6.0	-3.7	76.5*	-1.4
- COC(=O)c1ccccc1NC(=O)CN(C)S(=O)(=O)c1cc(C)ccc1OC
  -0.6	1.2	0.1	-0.1	-0.4	13.8	-2.1	35.6	2.4
- Cc1ccc(C(C)(C)C)c(OCCCCN2CCCC2)c1
  0.5	1.3	0.9	-1.9	2.4	48.2	-0.6	28.7	-7.1
- CCOC(=O)Cc1csc(SCC(=O)c2c(N)n(CC(C)C)c(=O)n(C)c2=O)n1
  3.2	-2.9	-5.0	-0.1	-7.0	5.3	5.8	42.9	-2.6
- O=S(=O)(NCCN1CCOCC1)c1cccs1
  -0.2	5.0	0.8	-2.0	-0.5	12.7	1.4	-1.7	-6.1
- COc1ccc2ccccc2c1/C=N\n1c(C)cc(C)c(C(N)=O)c1=O
  0.2	7.8	3.8	-0.9	-6.7	7.7	0.7	15.5	-3.0
- Cc1cc(C)nc(NC2=NCCN2C(=S)Nc2ccc(C)c(C)c2)n1
  0.7	-0.9	-3.4	-1.4	4.1	-1.2	1.3	6.3	9.1
- CS(=O)(=O)N(CC(=O)Nc1ccc2c(c1)OCO2)c1ccccc1
  0.2	1.3	-4.8	-1.6	1.3	8.2	-1.1	1.2	-1.9
- CC1(C)S[C@@H]2[C@H](NC(=O)Cc3ccccc3)C(=O)N2[C@H]1C(=O)O
  0.6	6.4	0.1	5.4	2.6	7.8	0.8	5.1	-2.5
- O=C(NCc1ccc2c(c1)OCO2)C1CCCN1S(=O)(=O)c1ccc(Cl)cc1 (configuration not stated)
  0.7	2.9	-2.6	-1.1	-0.3	13.0	-0.8	-5.2	-3.7
- O=C(Nc1ccc(S(=O)(=O)N2CCCCCC2)cc1)c1ccco1
  -0.4	1.0	-3.7	0.5	4.8	18.2	1.1	-12.5	-7.5
- O=C(/C(=C/O)N=Nc1ccccc1)c1ccc(Cl)cc1
  1.0	3.2	2.0	2.4	0.9	17.5	-0.3	92.4*	-8.0
- Cc1c(Br)c([N+](=O)[O-])nn1CC(=O)Nc1ccc(Cc2ccncc2)cc1
  1.7	0.7	-1.1	-0.2	2.4	27.3	2.8	16.9	0.0
- N#CCCNC(=O)CCN1CCOCC1
  1.2	1.8	-2.2	-2.6	-3.0	11.8	3.4	27.6	-2.6
- C=CCNC(=O)COC(=O)c1cc(S(=O)(=O)N2CCOCC2)ccc1N1CCCCC1
  0.5	4.4	-1.7	-0.6	1.8	19.3	0.4	24.0	-8.3
- COC(=O)N/N=C(\C)c1ccco1
  -0.1	5.6	-1.4	-1.2	0.3	13.1	1.8	0.5	0.7
- CCCCNC(=S)NNC(=O)c1ccc(Br)o1
  1.1	4.1	-1.4	5.5	0.7	29.0	-0.2	16.8	-1.9
- CSc1ccc(Cl)c(C(=O)NCCOc2ccccc2)c1
  -0.1	1.3	-3.6	1.1	0.3	-20.4	-0.6	-3.3	4.4
- O=c1[nH]c2sc3c(c2c(=O)n1Cc1ccccc1)CCC3
  0.6	3.6	1.5	0.1	0.6	-1.1	-0.1	12.4	-7.4
- Cc1cc2oc(=O)cc(CN3CCN(Cc4ccc5c(c4)OCO5)CC3)c2cc1C
  0.5	-2.6	-0.4	2.1	0.3	-7.3	0.5	23.6	-6.4
- C/C(=N\NC(=O)c1csc(C)c1C)c1ccc(Cl)s1
  0.3	0.6	-3.3	11.7*	-0.7	-1.4	0.5	46.2	-9.4
- Cc1nn(CC2CC2)c(=O)n1-c1ccc(C(C)C)cc1
  1.0	5.2	1.8	-2.4	4.2	14.8	-0.2	2.8	-7.6
- CCOC(=O)c1sc(-c2ccccc2)cc1NC(=O)Nc1ccccc1
  0.5	5.4	-0.3	0.1	2.6	5.0	-1.2	51.9	-9.5
- COc1cccc(CN2CCN(c3nc4nonc4nc3N3CCCCC3)CC2=O)c1
  -1.1	7.4	7.1	4.2	0.8	9.2	-0.4	15.5	-12.3
- CCNC(=O)CCSc1nc2cc(Cl)ccc2o1
  -0.2	-0.2	-3.7	-0.6	1.0	21.0	-1.3	9.1	-2.8
- COc1ccccc1Oc1nc2ccccn2c(=O)c1/C=C(\C#N)C(=O)Nc1c(C)n(C)n(-c2ccccc2)c1=O
  -0.8	-1.9	1.2	-1.2	-8.3	-15.6	1.6	5.4	-0.5
- Cc1cc(NC(=O)CSc2nc3ccccc3c(=O)n2-c2ccccc2)no1
  0.2	1.8	-2.8	3.5	1.2	18.8	-0.5	39.4	2.1
- CCOC(=O)c1cc(C#N)c(N2CCN(C(=O)c3ccccc3)CC2)nc1C(F)(F)F
  2.7	-1.6	-1.5	6.1	2.8	10.3	2.8	-3.2	-7.7
- CC(C)c1nc(N2CCOCC2)c(C#N)c2c1CCC2
  0.8	1.4	0.3	-2.2	0.9	15.1	-0.5	72.4*	-6.8
- O=C(Nc1nc2ccccc2[nH]1)c1ccc(Cl)c(S(=O)(=O)N2CCCC2)c1
  2.8	4.9	-0.8	-2.3	-1.8	-9.0	3.2	26.9	-8.8
- Cc1ccnc(SCc2cc(=O)c(OC(=O)c3ccco3)co2)n1
  0.7	0.2	-2.4	0.5	0.9	16.9	2.2	29.1	-0.6
- Cn1c(=N)c(S(=O)(=O)c2ccc(Cl)cc2)cc2c(=O)n3ccccc3nc21
  0.8	5.8	-2.0	-0.3	-0.2	.	0.7	.	-1.2
- COc1ccc(S(=O)(=O)NC(C)C)cc1C(=O)NC1CCCCC1
  0.8	4.3	-1.5	-2.4	2.7	11.9	-0.9	13.5	2.8
- C=CCNc1ncnc2c1[nH]c1ccc(Cl)cc12
  5.8	5.3	-2.0	-0.9	-3.5	2.6	7.9	10.4	-0.3
- Cc1cc(S(=O)(=O)NCc2ccc(S(N)(=O)=O)cc2)c(C)s1
  1.0	5.4	2.8	1.7	0.8	-3.7	1.7	8.2	-8.1
- COc1ccc(CCN2C(=O)NC(NS(=O)(=O)c3ccc(NC(C)=O)cc3)(C(F)(F)F)C2=O)cc1OC (configuration not stated)
  0.2	0.1	2.5	0.1	0.4	35.5	0.1	1.2	-9.1
- CC(C)c1ccc(NC(=O)COc2nncc3ccccc23)cc1
  -0.1	0.9	-2.6	-3.5	0.8	11.0	-0.1	3.9	-9.5
- CCOC(=O)C1=C(CC)Nc2ccccc2N=C1N
  0.1	-0.3	-7.6	-1.9	2.3	17.8	-2.5	11.1	-2.2
